PREPL inhibitor = PREPL enzyme inhibitors, primary screen, biochemical, fluorescence polarization | Prolyl endopeptidase-like (Homo sapiens), Q4J6C6 | recombinant PREPL, fluorescence polarization activity-based probe | inhibition, % at 5.96 µM | hit rate 0.68% among 320,000; in the data active = inhibition above about 43%;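 also: 0% = enzyme with DMSO and 100% = wells lacking enzyme; many of its hits are not listed in these tables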
PAFAH1B3 inh = PAFAH1B3 enzyme inhibitors, primary screen, biochemical, fluorescence polarization, human; AID 492972, 2010; recombinant PAFAH1B3, FP-rhodamine probe; inhibition, % at 3.39 µM; hit rate 0.28% among 340,000;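 active = inhibition above the screen-wide average of all tested compounds plus 3 SD, cut at about 25% in these data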;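 also: 0% = enzyme with DMSO only and 100% = wells lacking PAFAH1B3 protein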
LYPLA1 counter = LYPLA1 inhibitors, primary screen, counter-screen for PME1 inhibitor project, biochemical, fluorescence polarization, FP-Rh probe ABPP | hit rate 0.16% among 320,000 | inhibition, % at 5.9 µM | recombinant LYPLA1 | Acyl-protein thioesterase 1 (Homo sapiens), O75608;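 active = inhibition above the mean of all tested compounds plus 3 SD, set per campaign, cut at about 14% in these data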;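 also: inhibitors block serine hydrolase probe labeling of LYPLA1 so polarization falls; 0% = enzyme with DMSO and 100% = wells lacking LYPLA1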
PAFAH2 FP inh = PAFAH2 enzyme inhibitors, primary screen, biochemical, fluorescence polarization, human. Platelet-activating factor acetylhydrolase 2, cytoplasmic (Homo sapiens), Q99487. recombinant PAFAH2, FP-rhodamine activity probe. inhibition, % at 3.39 µM. hit rate 0.99% among 340,000;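 active = inhibition above the mean over all tested compounds plus 3 SD, cut at about 30% in these data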;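 also: inhibitors block probe labeling of enzyme so polarization drops; 0% = enzyme with DMSO and 100% = wells lacking PAFAH2 protein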
pPAFAH inh = pPAFAH enzyme inhibitors, primary screen, biochemical, fluorescence polarization, human. inhibition, % at 3.39 µM. hit rate 1.5% among 330,000. recombinant pPAFAH, FP-rhodamine probe fluorescence polarization;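 active = inhibition above the mean inhibition across the screen plus 3 SD, cut at about 25% in these data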;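 also: inhibitors block binding of the rhodamine activity-based probe so polarization drops; 0% = enzyme with DMSO and 100% = wells lacking pPAFAH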
Target sequence (Q13093 whole entry, looked up): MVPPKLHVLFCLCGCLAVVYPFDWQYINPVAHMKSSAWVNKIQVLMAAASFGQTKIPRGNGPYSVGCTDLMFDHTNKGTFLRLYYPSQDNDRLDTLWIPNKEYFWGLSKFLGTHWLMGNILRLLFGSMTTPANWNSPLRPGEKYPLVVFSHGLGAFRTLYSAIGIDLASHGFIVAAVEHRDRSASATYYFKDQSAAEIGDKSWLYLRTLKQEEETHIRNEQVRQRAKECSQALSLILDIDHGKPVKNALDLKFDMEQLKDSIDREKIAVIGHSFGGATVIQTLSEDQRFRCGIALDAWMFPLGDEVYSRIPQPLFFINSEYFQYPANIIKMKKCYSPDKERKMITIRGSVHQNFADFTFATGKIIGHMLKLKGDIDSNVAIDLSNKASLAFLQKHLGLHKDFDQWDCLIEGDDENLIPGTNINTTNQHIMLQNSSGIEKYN
PAD4 FP inh = human PAD4 inhibitors, primary screen, biochemical, fluorescence polarization, 1536-well format; Protein-arginine deiminase type-4 (Homo sapiens), Q9UM07; recombinant PAD4, RCA probe fluorescence polarization; inhibition, % at 6.36 µM; hit rate 0.41% among 330,000;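 active = percent inhibition above a cutoff equal to the mean of all tested compounds plus 3 SD, cut at about 15% in these data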;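 also: 0% = PAD4 with RCA probe and DMSO and 100% = probe without PAD4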
Target sequence (Q9UM07 whole entry, looked up): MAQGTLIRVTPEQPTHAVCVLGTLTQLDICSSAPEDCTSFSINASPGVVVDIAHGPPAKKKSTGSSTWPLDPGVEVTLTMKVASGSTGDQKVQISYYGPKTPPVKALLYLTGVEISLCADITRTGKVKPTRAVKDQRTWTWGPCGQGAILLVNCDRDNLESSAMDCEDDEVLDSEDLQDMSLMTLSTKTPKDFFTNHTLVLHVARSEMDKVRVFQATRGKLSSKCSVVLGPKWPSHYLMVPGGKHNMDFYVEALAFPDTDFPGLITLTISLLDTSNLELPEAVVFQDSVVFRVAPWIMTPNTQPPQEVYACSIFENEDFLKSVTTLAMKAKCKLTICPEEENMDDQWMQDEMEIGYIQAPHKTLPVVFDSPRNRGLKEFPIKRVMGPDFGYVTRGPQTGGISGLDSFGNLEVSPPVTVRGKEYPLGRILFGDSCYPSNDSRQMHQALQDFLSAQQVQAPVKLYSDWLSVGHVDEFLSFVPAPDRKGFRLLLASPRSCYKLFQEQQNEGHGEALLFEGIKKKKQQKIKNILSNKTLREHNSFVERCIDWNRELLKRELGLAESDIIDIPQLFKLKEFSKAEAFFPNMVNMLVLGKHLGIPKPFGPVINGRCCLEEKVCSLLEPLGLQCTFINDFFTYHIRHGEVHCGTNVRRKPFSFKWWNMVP
GSTO1 inh = inhibitors of recombinant GSTO1, primary screen, counter-screen for RBBP9 inhibitor project, biochemical, fluorescence polarization. inhibition, % at 5.96 µM. hit rate 1.1% among 300,000. AID 1974, 2009. Glutathione S-transferase omega-1 (Homo sapiens), P78417. activity-based probe fluorescence polarization;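 active = inhibition above the campaign mean inhibition plus 3 SD, cut at about 35% in these data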;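 also: 0% = GSTO1-1 with DMSO and 100% = wells lacking GSTO1-1 enzyme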
LYPLA2 counter = LYPLA2 inhibitors, primary screen, counter-screen for PME1 inhibitor project, biochemical, fluorescence polarization, FP-Rh probe ABPP. Acyl-protein thioesterase 2 (Homo sapiens), O95372. recombinant LYPLA2. inhibition, % at 5.9 µM. hit rate 0.38% among 320,000;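 active = inhibition above the screen-wide mean plus 3 SD, limit set per campaign, cut at about 26% in these data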;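 also: 0% = LYPLA2 with DMSO and 100% = wells lacking LYPLA2 enzyme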
PAFAH1B2 FP inh = PAFAH1B2 enzyme inhibitors, primary screen, biochemical, fluorescence polarization, human; recombinant PAFAH1B2, FP-rhodamine activity probe; inhibition, % at 3.39 µM; hit rate 1.2% among 340,000;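 active = inhibition above the mean of all tested compounds plus 3 SD, cut at about 24% in these data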;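 also: 0% = enzyme with DMSO and 100% = wells lacking PAFAH1B2; many of its hits are not listed in these tables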
Numbers without * were called inactive; x = not tested or not shown. These rows are one share of the data (hit frequency here may not be typical).

smiles	PREPL inhibitor	PAFAH1B3 inh	LYPLA1 counter	PAFAH2 FP inh	pPAFAH inh	PAD4 FP inh	GSTO1 inh	LYPLA2 counter	PAFAH1B2 FP inh
Cc1cnn(C(=S)NCC2CCCO2)c1 (centres undefined)	-5	-8	-1	-3	-3	4	-4	7	1
Cc1csc(SCC(=O)NC(C)C2CC3CCC2C3)n1 (centres undefined)	-12	7	-3	5	-7	2	-11	4	6
Cc1ccc(F)cc1NC(=O)CN1C(=O)NC2(CCCc3ccccc32)C1=O (centres undefined)	23	-2	2	1	1	-1	6	4	4
CCOC(=O)c1c(C)[nH]c(C(=O)CN2CCN(CC)CC2)c1C	-2	8	-4	1	6	3	9	1	6
O=C(NCCc1ccc(Cl)cc1)C1CCN(S(=O)(=O)c2cccc3nonc23)CC1	14	4	-2	2	7	-1	-6	1	11
Cc1cc(C(F)(F)F)nc(CCNCc2c(C(=O)N3CCCC3)nc3ccccn23)n1	9	x	-5	x	5	-3	-9	-7	x
C=CCN(CC=C)Cc1cc(=O)n2c(-c3ccccc3)csc2n1	-5	3	-3	10	12	-4	0	1	4
O=C(CNC(=O)c1ccccc1F)OCC(=O)N1CCCc2ccccc21	9	10	-1	8	5	4	0	10	7
OCCNc1nc2ccc(Cl)cc2[nH]1	9	9	2	-3	3	-4	5	7	4
COc1ccc(N2CCN(c3ccc(C(=O)O)cc3[N+](=O)[O-])CC2)cc1	4	7	-4	-1	-2	-4	5	0	7
CC1(C)Cc2c(C#N)c(SCCOc3ccccc3)nc(N3CCOCC3)c2CO1	-10	2	-3	-5	7	-1	-13	-10	3
COC(=O)c1ccc(CN2CCCC(CO)(Cc3ccc(F)cc3F)C2)cc1 (centres undefined)	6	-3	-1	2	6	-3	5	-6	3
Cc1ccc(-c2nc(COC(=O)c3c(C)noc3C)cs2)cc1	3	9	1	6	-2	-1	0	3	0
O=C(CSc1ccccc1)Nc1ccc2sccc2c1	-26	9	-4	3	2	-4	4	0	6
CC(C)(C)OC(=O)NCCCC1=CC2=CC(=O)C(C)(O)C(=O)C2=CO1 (centres undefined)	-5	x	-2	x	32*	-4	17	-4	x
CCOc1ccc(NC(=O)c2cccnc2Cl)c([N+](=O)[O-])c1	7	3	2	2	0	-1	2	4	-1
C=CCN1C(=O)C(Cc2ccc(OC)cc2)S/C1=N\N=C\c1cccs1 (centres undefined)	-2	7	1	-2	4	-5	2	2	2
O=C(CSc1ccc([N+](=O)[O-])cc1)OCC(=O)N1CCCC1=O	18	6	1	8	7	-3	x	4	4
CCCCNC(=S)NNC(=O)c1csc(C(C)C)c1	2	1	4	-5	4	-2	0	10	7
NC(N)=NS(=O)(=O)c1ccc(NC(=S)NC(=O)c2ccc(Br)cc2)cc1	-19	8	-10	-1	-3	3	4	-6	5
COc1ccc(CNC(=O)CN(C)S(=O)(=O)c2ccc(Br)s2)cc1	0	-2	0	3	5	-2	1	6	7
Cc1cc(=O)oc2cc(OC(C)C(=O)NC3CCN(Cc4ccccc4)CC3)ccc12 (centres undefined)	8	14	0	4	2	-3	3	1	5
O=C(C[n+]1ccccc1)Nc1ccccc1Br	-6	x	3	x	5	2	10	3	x
CCOC(=O)C1(CCc2ccccc2)CCN(C2Cc3ccccc3C2)CC1	-16	7	3	9	0	-7	-3	-5	1
O=C(NC(=S)NNC(=O)c1ccco1)c1ccccc1	8	4	0	0	4	3	2	7	1
Cn1nnc2c[n+](CC(=O)c3ccc4ccccc4c3)cc(Br)c21	12	5	-2	5	11	3	-1	-3	2
Cc1ccc([N+](=O)[O-])c2cccnc12	10	1	-4	5	5	-4	6	3	3
O=C(CNC(=O)c1cccs1)OCc1ccc(Br)cc1	3	5	1	0	3	-5	7	0	10
COc1nc(Cl)cn(-c2ccc(C)cc2)c1=O	-1	5	2	-5	2	1	0	4	1
O=C(CCC1CCCN(C(=O)CCC(F)(F)F)C1)NCc1ccc(F)c(F)c1 (centres undefined)	-4	2	0	-2	0	-1	-1	5	1
Cc1cc(Cl)c(S(=O)(=O)N2CCCCCC2)cc1OCC(N)=O	0	-2	0	1	1	-1	7	1	10
COc1ccc(CCNC(=O)CCn2c(=O)c3cccn3c3ccc(F)cc32)c(OC)c1OC	7	3	1	5	7	-2	6	-3	3
C/C(=N\NC(=O)c1ccc(CSc2nncn2C)cc1)c1cccs1	-2	-3	3	-2	3	3	2	3	-2
Cc1ccc(CNC(=O)CCNS(=O)(=O)c2cccc3nonc23)cc1	16	4	-2	-4	-6	-5	-1	-2	6
CC(=O)c1ccc(OCc2cc(C(=O)NCCn3nc(C)cc3C)no2)cc1	16	6	2	-4	3	-4	-6	13	3
Cc1cc(OC(C)C(=O)NCCN2CCOCC2)c2c(C)c(C)c(=O)oc2c1 (centres undefined)	4	6	-2	9	-1	1	5	-10	1
COc1ccc(OC)c(S(=O)(=O)n2cnc3cc(C)c(C)cc32)c1	-7	2	-2	2	-2	1	-10	0	-5
COc1ccc(CC(=O)OCC(=O)N2N=C(c3ccccc3)CC2c2ccc(OC)cc2)cc1 (centres undefined)	6	-2	-1	-4	4	2	-6	-4	5
Cc1cc(C)n2nc(SCc3nnc(SCc4ccccc4Cl)s3)nc2n1	14	2	3	6	0	3	1	-1	-1
COc1ccc(CN2CCC(=O)N([C@H](CO)CC(C)C)CC2)cc1OC	7	4	1	-1	-1	1	5	2	-5
CC(=C/C(=O)O)/C=C/c1ccc([N+](=O)[O-])cc1	11	-3	0	-12	7	-8	0	1	5
CCOc1ccc(NC(=O)CN2C(=O)COc3ccccc32)cc1	16	-1	4	-3	-2	0	10	1	7
Cc1cccc(OCCCC(=O)NCc2ccco2)c1	15	5	-3	13	1	-2	1	-4	4
COc1cccc(CNc2nnnn2C)c1OC	-3	4	-4	0	0	-3	-4	0	-4
COC(=O)CNC(=O)CSc1nnc2cc(C)c3ccccc3n12	-3	3	-1	2	0	-2	3	1	-3
Cc1n[nH]c(=O)nc1Nc1ccc(O)cc1	16	8	5	-4	11	1	-17	6	7
Cc1ccc(C(=O)Nc2nc(N)n(-c3ccccc3)n2)cc1	-3	x	0	x	-3	2	-3	-2	x
Cc1ccnc(NC(=O)c2ccc(COc3c(F)c(F)cc(F)c3F)o2)c1	-27	0	0	3	-4	-2	3	3	5
COc1cc(NC(=O)c2cc([N+](=O)[O-])ccc2NC(=O)CNCc2ccccn2)cc(OC)c1	-2	3	-5	-1	4	-2	5	-12	2
O=C1c2ccccc2C(=O)N1CCSc1nncs1	-3	5	-2	-1	0	3	-2	-3	1
CCN1C(=O)C(CC(=O)Nc2ccc(C)cc2C)Nc2cc(S(=O)(=O)N(C)C)ccc21 (centres undefined)	14	11	-5	-4	4	-5	0	-12	3
O=C(c1ccco1)N1CCc2[nH]nc(-c3ccccc3)c2C1	1	8	1	0	1	1	2	-1	6
CC(=O)Nc1nc(-c2ccc([N+](=O)[O-])cc2)cs1	-7	7	-2	-4	1	-5	8	-4	7
CCN(CCCNC(=O)CNC(=O)c1nn(-c2ccc(OC)cc2OC)c(=O)c2ccccc12)c1cccc(C)c1	13	-1	-4	1	6	0	11	-2	4
O=C(NCc1ccccc1)c1cccc(F)c1F	6	12	1	5	-2	-1	4	-5	3
OC1(c2cccs2)CN(c2ccc(Br)cc2)C2=[N+]1CCCS2 (centres undefined)	13	3	1	10	4	-1	-17	4	1
O=C(c1cc2c(s1)CCCC2)N1CCN(Cc2ccc3c(c2)OCO3)CC1	8	6	3	-4	6	-2	0	8	-2
Nc1cccc(S(=O)(=O)c2ccc(N)c(N)c2)c1	16	-1	3	1	0	-4	3	-1	2
COc1cccc(N=Nc2c(=O)[nH]n3c(=O)cc(C)[nH]c23)c1	0	11	2	18	0	-1	-6	-14	2
Cc1nn2c(c1-c1ccccc1)NC1=C(C(=O)CCC1)C2c1ccccc1 (centres undefined)	3	14	0	-11	4	-1	-1	-4	4

Limited to LYPLA2 counter and pPAFAH inh, for 2 of the compounds above:
Structure	LYPLA2 counter	pPAFAH inh
CCN1C(=O)C(CC(=O)Nc2ccc(C)cc2C)Nc2cc(S(=O)(=O)N(C)C)ccc21 (centres undefined)	-12	4
O=C(NCc1ccccc1)c1cccc(F)c1F	-5	-2

Remaining list, next part.
smiles	PREPL inhibitor	PAFAH1B3 inh	LYPLA1 counter	PAFAH2 FP inh	pPAFAH inh	PAD4 FP inh	GSTO1 inh	LYPLA2 counter	PAFAH1B2 FP inh
Cc1c(S(=O)(=O)N2CC(C)CC(C)C2)c(=O)n(C)c(=O)n1C (centres undefined)	5	-2	-3	0	1	-2	1	-1	3
CC(=O)Oc1ccc(-c2ccc(C(=O)Nc3cccc(S(=O)(=O)N4CCOCC4)c3)cc2)cc1	-12	4	-22	-15	-5	-1	-23	-39	-7
Cc1nn2c(N)c(C#N)cnc2c1-c1ccccc1	6	10	-2	-5	-4	-4	0	-2	1
COc1cc(C(=O)Nc2ccc(S(=O)(=O)Nc3cc(C)on3)cc2)cc(OC)c1OC	7	15	3	-4	-2	3	6	12	1
Cc1nnc(SCC(=O)NNC(=O)c2ccccc2)n1Cc1ccccc1	10	7	x	-2	1	1	x	x	3
O=C(O)c1ccc2c3c(cccc13)C(=O)N(c1ccccc1)C2=O	-4	12	-2	11	8	-1	15	-1	3
OC(CCN1CCOCC1)(c1ccc(Cl)cc1)C1CCCCC1 (centres undefined)	-4	3	1	-7	1	0	-1	1	10
CC(C)c1nc(Cl)c(C#N)c2c1CCCC2	18	2	8	-1	5	3	5	6	-3
Cc1csc(C(=O)O)c1NC(=O)c1c(Cl)cccc1Cl	-3	2	-2	-6	4	-2	7	0	1
O=c1[nH]c(N2CCOCC2)cc2ccccc12	0	8	-2	0	-1	20*	25	3	4
Cc1cc(NC(=O)c2cc(C3CC3)on2)no1	-2	-1	5	4	5	-8	1	3	2
COC(=O)C1=C(C(=O)OC)[C@@H]2N(C)c3ccccc3[C@@]23C[C@@H](C(=O)OC)N=C3N1	1	-4	0	-4	2	-2	-3	-5	-4
C=CCC[C@H](Cc1ccc(F)cc1)C(=O)OC[C@@H](Cc1c[nH]c2ccccc12)NC(=O)[C@@H](CC=C)CC(=O)N[C@@H](CO)Cc1ccccc1	4	-8	x	-3	14	10	x	x	2
Cc1cc(NC(=O)Nc2ccc(Cl)cc2)n(-c2ccccc2)n1	5	6	-1	7	4	-3	-1	10	-1
O=C1Nc2ccccc2O/C1=C\c1ccccc1Br	-14	8	-3	-11	5	-1	-2	3	0
Cc1ccc2c(c1)COc1c3ccc(C(=O)N[C@@H](CO)C(C)C)cc3nn1-2	21	5	0	-3	3	-1	-1	3	-5
CCOC(=O)c1cc(C#N)c(Oc2ccc(F)cc2)nc1-c1ccccc1	16	-6	0	-6	7	-6	-13	1	-6
